# N370S GC mod – qHTS Assay for Inhibitors and Activators of N370S glucocerebrosidase as a Potential Chaperone Treatment of Gaucher Disease; Lysosomal acid glucosylceramidase (Homo sapiens), P04062; N370S GC spleen homogenate, 4MU-glucoside fluorescence; Potency, µM (highest dose often 59.4 µM), without a hit: top-dose activity change, negative = inhibition, most hits filed as inhibitors; actives 0.092% (n = 330,000); AID 2101, 2009;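 also: 0% = full enzyme activity and -100% = no enzyme basal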
# KAT2A inh – qHTS Assay for Inhibitors of GCN5L2; Histone acetyltransferase KAT2A (Homo sapiens), Q92830; GCN5L2 HAT assay, ThioGlo1 CoA-SH fluorescence; Potency, µM (series often up to 58.9 µM), for inactives: at the top dose activity change, negative = inhibition, hits mostly inhibitors; actives 0.21% (n = 390,000); AID 504327, 2011
# Target sequence (Q92830 whole entry, looked up): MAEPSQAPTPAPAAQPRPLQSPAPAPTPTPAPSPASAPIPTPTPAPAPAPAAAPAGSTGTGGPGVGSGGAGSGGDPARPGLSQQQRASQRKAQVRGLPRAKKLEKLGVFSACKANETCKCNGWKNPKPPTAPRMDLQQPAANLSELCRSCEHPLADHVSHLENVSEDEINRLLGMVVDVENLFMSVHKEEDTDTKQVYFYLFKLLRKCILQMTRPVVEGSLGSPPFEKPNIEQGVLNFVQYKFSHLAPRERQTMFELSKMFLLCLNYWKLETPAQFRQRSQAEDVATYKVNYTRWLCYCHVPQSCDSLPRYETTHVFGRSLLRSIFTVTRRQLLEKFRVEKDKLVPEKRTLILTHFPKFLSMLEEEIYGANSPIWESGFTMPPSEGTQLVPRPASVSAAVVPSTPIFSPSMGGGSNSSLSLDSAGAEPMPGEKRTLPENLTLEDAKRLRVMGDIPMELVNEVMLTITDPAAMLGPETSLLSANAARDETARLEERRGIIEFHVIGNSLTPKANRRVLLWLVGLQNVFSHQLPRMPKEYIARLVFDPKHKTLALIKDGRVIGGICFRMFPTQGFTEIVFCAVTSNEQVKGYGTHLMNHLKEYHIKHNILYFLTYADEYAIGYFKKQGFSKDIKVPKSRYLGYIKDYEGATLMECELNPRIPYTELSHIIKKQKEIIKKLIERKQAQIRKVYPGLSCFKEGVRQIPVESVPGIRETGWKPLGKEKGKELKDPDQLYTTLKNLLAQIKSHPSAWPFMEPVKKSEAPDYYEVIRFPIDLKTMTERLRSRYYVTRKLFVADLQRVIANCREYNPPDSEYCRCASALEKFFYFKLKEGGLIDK
#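 Fluorescence readout, Ex340nm/Em540nm: ThioGlo1 (50uM final) reacts with free CoA thiol released as 20nM GCN5L2 acetylates H3(1-25) peptide (75uM) using acetyl-CoA (70uM). Compound and enzyme sat 15 min beforehand; 20 min room-temperature reaction.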
# FEN1 inhibitor – qHTS Assay for the Inhibitors of Human Flap endonuclease 1 (FEN1) | P39748 | Recombinant FEN1 flap cleavage, fluorescence, 15 min | Potency, µM (titrated, usually from 114 µM), without a hit: at the highest dose activity change, negative = inhibition, usual class: inhibitors | actives 0.35% (n = 390,000) | AID 588795, 2011; also: nearly all actives have a fitted effect of over 65% in size
#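 FEN1 at 10 nM preincubated with compounds 15 min at room temperature, then flap DNA substrate added at 50 nM final. Signal read at 0 and 15 min; concentration-response fitted with four-parameter Hill equation.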
# The depositor's hits bear a star; ? = inconclusive; nt = no result given; & = joins results of further samples; [ ] = dose if it differs, or a comment. Calls follow the shape of the dose curve; as a rule, active = well fitted curve in the direction sought with a large enough effect; inconclusive = small, poorly fitted or top-dose-only effect, or another doubt; inactive = no such curve, though single readings can be large; an effect the other way counts as inactive or inconclusive. Unless noted, % is scaled to controls: 0 for no effect and ±100 for the full control effect; potency is read from the fitted curve at half-maximal effect.
KAT2A inh	FEN1 inhibitor	N370S GC mod	SMILES
0.0%	16.7%	6.6%	O=C(Nc1ccccc1Cl)c1ccc(-n2cccn2)c([N+](=O)[O-])c1
-3.7%	6.7%	-29.8%	COc1ccc(S(=O)(=O)N(C)c2ccc(C(N)=O)cc2)cc1
-3.8%	-1.1%	12.6%	CCCN(CCC)C(=O)NC1CC(=O)N(c2ccc(OC)cc2)C1 (centres undefined)
-8.2%	-0.6%	1.5%	O=C1CSC(c2cccc([N+](=O)[O-])c2)N1c1ccccc1 (centres undefined)
?	10.4%	-18.2%	COc1cc(NC(=O)NCC2CCN(Cc3ccccc3F)CC2)cc(OC)c1
-7.8%	0.3%	?	CCC(C)n1c(SCC(=O)Nc2ccccc2C(F)(F)F)nc2ccsc2c1=O (centres undefined)
-9.9%	nt	1.0%	Cc1cnc(CNc2ncnc3ccc(-c4cccc(NS(C)(=O)=O)c4)cc23)cn1
-5.8%	-1.7%	-4.7%	N/C(=N\OC(=O)CCc1ccccc1)c1ccccc1Cl
-5.8%	-2.3%	2.2%	O=C(NCc1cccs1)c1ccccc1C(=O)NCc1cccs1
-3.0%	5.0%	-1.8%	COc1ccc2nc(SCC(=O)NCC3CCCO3)c(C#N)cc2c1 (centres undefined)
1.6%	3.4%	-1.5%	Cc1ccc(OCc2nnc(SCC(=O)Nc3sc(C)c(C)c3C#N)n2C)cc1
-3.8%	1.5%	-8.4%	COc1cc(/C=N/NC(N)=S)cc(Br)c1OCc1ccccc1F
-1.2%	0.9%	-7.0%	CCC(=O)Oc1ccc(C2NC(=O)c3ccccc3O2)cc1OC (centres undefined)
-2.1%&-3.6%	-1.1%&-1.4%	17.4%	O=S(=O)(NCc1ccc(F)cc1)c1ccc(-c2cnc(C3CC3)o2)cc1
-10.1%	10.5%	3.2%&10.2%	C[C@@H](C(=O)Nc1ccc2ccccc2c1)[C@H]1C[C@]1(C)[C@H](NC(=O)OCc1ccccc1)c1ccccc1
42.2%[activator]	11.2%	-27.4%	Cc1ccc(OCCOc2cccc(/C=N/NC(N)=O)c2)cc1
-6.0%	1.9%	-2.3%	COc1ccc(CCN(C)C(=O)CNC(=O)c2ccc3c(c2)OCO3)cc1OC
-12.9%	16.6%	nt	Cc1ccc(N2CCN(c3nc4ccccc4c4nnc(C)n34)CC2)c(C)c1
-22.0%	-17.8%	-7.1%	COc1ccc(/C=N/N=C2/NC(=O)C(CC(=O)O)S2)cc1OCc1ccc(Cl)cc1Cl (centres undefined)
-2.1%	6.0%	-14.5%	O=C(c1ccc(F)cc1)N1CCN(c2ccc([N+](=O)[O-])c(N3CCCCC3)c2)CC1
-0.1%	6.2%	0.7%	CC(=O)CSc1nc2ccccc2o1
-1.0%	nt	-2.7%	O=C(c1ccncc1)N1CCC2(CC1)CCN(c1ccccc1)CC2
-16.9%	17.2%	-0.4%	COc1cccc2cc(C(=O)NCc3ccccc3Br)c(=O)oc12
-0.8%	-3.8%	-9.7%	Cc1cccc(C(C(N)=O)c2ncc(C(F)(F)F)cc2Cl)c1 (centres undefined)
0.7%	-6.2%	-2.5%	Cc1cccc(/C=N/NC(=O)c2ccc(Br)cc2)c1

# One compound at a time, from the list above. Order of values: KAT2A inh	FEN1 inhibitor	N370S GC mod
# Profile of Cc1cnc(CNc2ncnc3ccc(-c4cccc(NS(C)(=O)=O)c4)cc23)cn1 = -9.9%	nt	1.0%
# Profile of O=C(Nc1ccccc1Cl)c1ccc(-n2cccn2)c([N+](=O)[O-])c1 = 0.0%	16.7%	6.6%
# Profile of O=S(=O)(NCc1ccc(F)cc1)c1ccc(-c2cnc(C3CC3)o2)cc1 = -2.1%&-3.6%	-1.1%&-1.4%	17.4%
# Profile of Cc1ccc(N2CCN(c3nc4ccccc4c4nnc(C)n34)CC2)c(C)c1 = -12.9%	16.6%	nt
# Profile of Cc1cccc(C(C(N)=O)c2ncc(C(F)(F)F)cc2Cl)c1 (centres undefined) = -0.8%	-3.8%	-9.7%

# More entries follow.
KAT2A inh	FEN1 inhibitor	N370S GC mod	SMILES
-4.0%&-5.2%	-0.8%&11.4%	-0.2%&2.4%	CCN(CC)c1ccc(SS(=O)(=O)O)cc1
1.9%	3.2%	-13.3%	Cc1cccc(C)c1NC(=O)C1CCN(S(C)(=O)=O)CC1
-1.2%	3.2%	-3.3%	C/C(=N\NC(=O)c1ccccc1[N+](=O)[O-])c1c(O)cc(C)oc1=O
-5.3%	-7.3%	10.7%	CCOC(=O)C1=C(C)NC(SC)=C(C#N)C1CC(C)C (centres undefined)
-5.8%	7.5%	3.9%	Nc1c(Cl)ncnc1N/N=C/c1ccncc1
22.7%	-2.8%	11.0%	COCCCNC(=S)Nc1ccc2c(c1)OCCO2
-3.2%	5.2%	-14.6%	CN(C(=O)C1CC1)C1CCS(=O)(=O)C1 (centres undefined)
-3.3%	-0.3%	3.6%	O=C(OCCN1C(=O)c2cccc3c(N4CCOCC4)ccc(c23)C1=O)c1ccc(Cl)cc1
-0.8%	-4.6%	-0.4%	COc1cc(C(=S)N2CCOCC2)ccc1OS(=O)(=O)c1ccccc1[N+](=O)[O-]
-0.4%	-14.4%	nt	Cc1ccccc1NS(=O)(=O)c1ccc2[nH]c3c(c2c1)CCCCC3
-12.9%	-8.9%	-27.7%	CC(C)(C)c1cc(-c2nc(N)nc(N)n2)cc(C(C)(C)C)c1
-16.7%	-2.3%	nt	CCOc1ccc(N2CC(c3nc4ccccc4n3Cc3ccccc3F)CC2=O)cc1 (centres undefined)
-6.2%	-6.6%	nt	CCCCN(c1ccccc1)c1ncnc2c1cnn2-c1ccc(Cl)cc1
-3.2%	-6.8%	-9.2%	COc1ccccc1-n1ccnc(SCC(=O)NC2CCCC2)c1=O
2.8%	-1.7%	11.7%	CN(Cc1cnn(-c2ccc(F)cc2)c1)Cc1nc(Cc2ccccc2)no1
0.6%	10.8%	2.4%	O=C(COc1cc(Cl)ccc1Cl)N1CCNC1=O
-6.2%	-3.1%	0.1%	Cc1ccc(CN2CCN(Cc3cccc(-n4cccn4)c3)CC2CCO)cc1 (centres undefined)
-7.9%	2.3%	nt	Cc1ccc(C)c(CN2CCC(CNC(=O)C(CC(C)C)N3Cc4ccccc4C3=O)CC2)c1 (centres undefined)
?	-3.3%	1.7%	COc1cccc2cc(C(=O)C3=C(O)C(=O)N(CCN4CCOCC4)C3c3cccc(Cl)c3)oc12 (centres undefined)
-9.5%	-22.2%	18.6%	CCSC1=NCCN1S(=O)(=O)c1ccc2ccccc2c1
-16.9%	1.0%	4.5%	Cc1nn(-c2ncc(C(F)(F)F)cc2Cl)c(=O)n1-c1ccc(F)cc1
-0.9%	13.7%	-23.5%	CC1(C)CC(=O)C=C(NCc2ccc(C(=O)O)cc2)C1
-3.1%	-3.4%	-2.5%	Cc1ccc(/C=N/N2CCN(Cc3ccccc3)CC2)o1
-1.7%	12.1%	-5.1%	COc1cccc(CN(C(=O)COc2ccccc2[N+](=O)[O-])C2CCS(=O)(=O)C2)c1 (centres undefined)
-1.5%	10.6%	-0.5%	COCCCN(C(=O)c1cc2c(s1)CCCCC2)c1c(N)n(Cc2ccccc2)c(=O)[nH]c1=O

# Following part.
KAT2A inh	FEN1 inhibitor	N370S GC mod	SMILES
2.6%	0.2%	nt	COc1cc(C(=O)NNC(=O)CCOc2ccccc2C)cc(OC)c1OC
-20.5%	-6.3%	-3.8%	CCCOC1CCCN(C(=O)c2cc(COc3cncc(Cl)c3)on2)C1 (centres undefined)
-2.1%	-4.0%	nt	COC(=O)[C@]1(C)N[C@H](CN(C)C(=O)NC(C)C)[C@@H]2C(=O)N(Cc3ccccc3)C(=O)[C@@H]21
-9.3%	nt	-0.3%	N#Cc1c2c(c(N3CCN(CCO)CC3)n3c1nc1ccccc13)CCCC2
-0.9%	9.8%	?	COc1cc(S(=O)(=O)NCc2cccnc2)ccc1F
-13.0%	-7.3%	nt	Cc1ccc(-n2ncc(C(=O)NCCN3CCN(C)CC3)c2C2CCN(C(=O)OC(C)(C)C)CC2)c(C)c1
-1.0%&-4.9%	19.2%&20.0%	1.3%	Cc1ccc(CNC(=O)c2nnc(Cc3ccc(Cl)cc3)o2)cc1
?	-0.5%	-2.3%	COc1ccc(C(=O)Oc2c(OC)cc(C(=S)N3CCOCC3)cc2OC)cc1OC
-7.9%	-10.8%	0.2%	c1ccc(C2Nc3ccccc3C3OCCCC23)cc1 (centres undefined)
0.0%	5.8%	0.6%	C/C(=N\NC(N)=O)c1ccccc1
-18.1%	-6.2%	-0.6%	COc1ccc(CCNC(=O)C2CCN(c3nn4c(=O)cc(C)nc4s3)CC2)cc1OC
-13.8%	-16.9%	5.5%	Cc1cccc(C(=O)Oc2csc(=S)n2C(=O)c2cccc(C)c2)c1
-5.9%	-2.8%	nt	COC(=O)c1cc2oc3ccccc3c2n1CC(=O)Nc1ccc(C)cc1Cl
-4.3%	13.8%	2.1%	CSc1ccccc1C(=O)C1CCCN(Cc2c(C)n(C)n(-c3ccccc3)c2=O)C1 (centres undefined)
-5.8%	-17.5%	0.0%	O=C(O)c1c(NC(=O)N(CCO)Cc2ccccc2)sc2c1CCCC2
-3.4%	4.7%	6.1%	O=C(O)CCCCCNCc1ccncc1
-2.2%	-12.1%	8.0%	COC(=O)c1c(NC(=S)Nc2ccc(F)cc2[N+](=O)[O-])sc2c1CCCCC2
0.9%	?	1.1%	CCc1ccc2c(c1)C(NC(C)=O)C(=O)N2CCN1CCOCC1 (centres undefined)
-9.0%	10.3%	-5.7%	Cc1cc(=O)[nH]c(COc2ccccc2)n1
-8.3%	-0.9%	4.6%	Cc1ccc(-c2cccc(OC(=O)c3ccccc3F)c2)cc1
-6.5%	0.5%	5.8%	Cc1noc(C)c1COc1ccc(C(=O)Nc2ccccc2)cc1
-2.3%	21.3%	-3.4%	O=C(Nc1ccnn1C1CCN(Cc2cccc(OCCO)c2)CC1)C1CCCC1
-0.9%	9.2%	-4.7%	O=C(Cc1ccc([N+](=O)[O-])cc1)N1CCCCCC1
-8.4%	-5.0%	6.0%	Cc1ccc(S(=O)(=O)N/N=C\c2ccc(C)o2)cc1
-5.8%	14.3%	nt	Cc1ccc(S(=O)(=O)N2CCCCC2)cc1NC(=O)CNc1ccccc1N1CCCC1=O

# Single values from above.
# In FEN1 inhibitor, `COc1cc(C(=O)NNC(=O)CCOc2ccccc2C)cc(OC)c1OC` is entered as 0.2%
# In FEN1 inhibitor, `COc1cccc2cc(C(=O)C3=C(O)C(=O)N(CCN4CCOCC4)C3c3cccc(Cl)c3)oc12` (centres undefined) is entered as -3.3%
# In N370S GC mod, `CCSC1=NCCN1S(=O)(=O)c1ccc2ccccc2c1` is entered as 18.6%

# (further entries)
KAT2A inh	FEN1 inhibitor	N370S GC mod	SMILES
-16.2%	19.1%	0.1%	Cc1c(C(=O)NCCN2CCOC2=O)oc2c(F)cccc12
-1.9%	2.7%	nt	O=C(COc1ccc(Br)cc1)N1CCN(c2ccccc2)CC1
-2.1%	-21.2%	3.5%	CC(=O)NC(c1ccco1)c1ccc2cccnc2c1O (centres undefined)
-17.3%	-0.7%	14.5%	COc1cccc(C2=NOC(C(=O)Nc3cccc(C(C)=O)c3)C2)c1 (centres undefined)
10µM*	nt	9.6%	Cc1ccc2c(c1)c(CC(NC(=O)c1ccccc1Oc1ccccc1)C(=O)O)cn2C(=O)OCc1ccccc1 (centres undefined)
0.1%	3.4%	-2.7%	COC(=O)c1ccc2c(=O)[nH]c(COC(=O)CCC(=O)c3ccc(Cl)cc3)nc2c1
-17.9%	-0.8%	-4.9%	Cc1cc(C(=O)Nc2nccs2)c2cc(F)ccc2n1
-26.3%	-14.9%	6.4%	Nc1nonc1-n1nnc(C(=O)N/N=C/c2cc(Br)ccc2O)c1CNc1ccccc1
1.6%	0.2%	?	COCCN(C(=O)COC(=O)/C=C/c1ccc(C(F)(F)F)cc1)c1c(N)n(Cc2ccccc2)c(=O)[nH]c1=O
-2.6%	-1.7%	4.5%	Cc1ccc(S(=O)(=O)N2CCN(S(=O)(=O)c3ccc(C)cc3)C3OCCOC32)cc1 (centres undefined)
-16.1%	-10.1%	14.1%	CN(C)c1cccc(C(=O)OCC(=O)Nc2ccccc2Sc2ccccc2)c1
-14.9%	-11.8%	-1.6%	COc1cc(C2NC(=O)NC(c3ccccc3)=C2C(C)=O)c(Br)c(Br)c1O (centres undefined)
-3.3%	0.5%	-0.3%	Cc1ccc(S(=O)(=O)c2nc(-c3ccccc3)oc2SCC(=O)NCC2CCCO2)cc1 (centres undefined)
-1.1%	-0.2%	-2.8%	CCOc1ccc(C(=S)N2CCCC2)cc1OC
-17.3%	-19.6%	-13.8%	COc1cc2c(cc1OC)C(C)N(CC(=O)Nc1ccc(S(=O)(=O)N3CCCC3)cc1)CC2 (centres undefined)
-5.6%	2.0%	nt	CC1CCN(S(=O)(=O)c2ccc3c(c2)N(CC(=O)NC(C)C)C(=O)CO3)CC1
-1.2%	-2.7%	10.8%	Cc1cc(N)nc(C)c1C#N
